PAX8 inh HTS – lowers PAX8-driven luciferase in RMG-I cells; RMG-I TPO-luciferase reporter, SteadyGlo, 24 h; inhibition, % at 12.6 µM; 1.2% of 360,000 active;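 active means mean replicate inhibition at least 60% with every replicate also reaching 60%; inconclusive means only one of the two criteria is met; inactive means mean below 60% and not all replicates reaching 60%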;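 further: luciferase light reporting Pax8 driven TPO promoter activity; plate controls were median of neutral control wells for no effect and mitoxantrone controls for full effect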
Xi reactivation – reactivates the inactive X chromosome in mouse fibroblasts. activation, % at 7.58 µM. XiGFP mouse fibroblasts, % GFP-positive cells imaging, 3 d; cells co-treated with 5-aza-dC sensitizer; scaled so ellipticine positive control = 100%. AID 743238. 0.055% of 360,000 active;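 active means mean normalized replicate activation at least 10% and every replicate at or above 10%; inconclusive means only one of the two criteria met; inactive means mean below 10% and not all replicates reach 10%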;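 further: 0% = median of on-plate neutral control wells and 100% = ellipticine 6 µM median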
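System: 68-5-11 XiGFP fibroblast line; Timing: 3 days compound exposure; Compound dosing: one concentration, pinned; Benchmarks: positive control ellipticine, 6 µM final; Buffer or medium: DMEM containing 5-aza-dC.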
DENV2 CPE rescue – protects cells from dengue virus 2 cytopathic effect; DENV2-infected cells, cytopathic effect rescue, plate reader; CPE inhibition, % at 9.99 µM; 1.7% of 350,000 active; AID 651640; in the data active means CPE inhibition above about 20%, passing the limit was not always enough; inconclusive means no clear call, values can overlap the other calls; tested in BHK-21 cells;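 further: 0% = median of neutral control wells and 100% = median of positive control wells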
ERp5 block – ERp5 (human) disulfide isomerase inhibition | 0.05% of 350,000 active | inhibition, % at 9.99 µM | ERp5 insulin aggregation, absorbance 650 nm, 90 min | AID 651711 | Q15084;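 active means mean replicate inhibition above about 25%, with every replicate also reaching it, limit read from the data, passing the limit was not always enough; inconclusive means only one of those two criteria met; inactive means neither criterion met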
Target sequence (Q15084 whole entry, looked up): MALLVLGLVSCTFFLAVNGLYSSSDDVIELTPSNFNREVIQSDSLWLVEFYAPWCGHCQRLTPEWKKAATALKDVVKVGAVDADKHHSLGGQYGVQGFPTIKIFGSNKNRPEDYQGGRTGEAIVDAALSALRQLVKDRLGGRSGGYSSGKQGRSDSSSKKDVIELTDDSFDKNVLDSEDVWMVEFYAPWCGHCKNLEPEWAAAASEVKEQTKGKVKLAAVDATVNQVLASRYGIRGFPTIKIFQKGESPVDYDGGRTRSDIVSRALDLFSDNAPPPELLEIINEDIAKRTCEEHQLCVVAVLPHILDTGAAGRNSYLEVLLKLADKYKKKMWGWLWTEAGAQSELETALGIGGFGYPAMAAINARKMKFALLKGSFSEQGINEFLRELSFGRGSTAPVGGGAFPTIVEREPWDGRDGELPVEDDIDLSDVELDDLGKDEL
INS-1E GSIS act – GLuc luminescence reporter in INS-1E cells, primary screen for activators of glucose-dependent secretion of insulin | activation, % at 16.6 µM | INS-1E GLuc reporter insulin secretion, 2-3 h | 0.61% of 370,000 active | AID 743287;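 active means lowest replicate activation of at least 40%, so every replicate reaches that level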;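 further: 0% = median of neutral control wells and 100% = median of IBMX positive control wells; some compounds called inactive have numbers as strong as hits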
CFTR F508del cor – CFTR F508del correction in bronchial cells; 0.36% of 350,000 active; AID 720511; activity (quench increase), % at 7.58 µM; CFBE cells, YFP halide quenching; stimulated with forskolin plus potentiator P3; % fluorescence drop versus neutral controls;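 active means mean added fluorescence quench of at least 8% versus neutral control, with both replicates also reaching 8%; inconclusive means only one of the mean or replicate conditions met; inactive means mean below 8% and not both replicates reaching 8%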;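 further: cells transiently co-express mutant CFTR-F508del with the halide-sensitive YFP; corrector assay measuring rescue of mutant channel to the surface after 24 h compound exposure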
EWS-Fli block – inhibitors of EWS/Fli oncoprotein transcriptional activity | A673 NR0B1-luciferase reporter, viability-normalised | inhibition, % at 12.6 µM | 0.67% of 350,000 active;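 active means mean inhibition of at least 50% after viability correction, with every replicate also passing that limit; inconclusive means mean reaches 50% but only one of two replicates passes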;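 further: firefly luciferase signal divided by Alamar Blue viability fluorescence both relative to DMSO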
ARNT-TACC3 inh – ARNT/TACC3 interaction disruption | AlphaScreen His-ARNT PAS-B/GST-TACC3 binding, luminescence; TACC3 fragment carries E629A point mutation | inhibition, % at 9.99 µM | AID 623870 | Q9Y6A5 | 0.66% of 390,000 active;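 active means mean inhibition of replicates at least 50% and at least half of replicates each reaching 50%; inconclusive means half or more replicates reach 50% but mean below 50%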;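 further: 0% = complete ARNT plus TACC3 wells and 100% = ARNT alone without TACC3; many hits fall short of the cut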
Active calls of the source: *; ? = inconclusive; . = not tested or not shown; & = joins results of further samples.

1) COc1ccc(CCc2nc(-c3cccs3)no2)cc1
2) CCCS(=O)(=O)Nc1ccc(N2CCCCC2)c(S(=O)(=O)Nc2ccccc2OC)c1
3) OC1CCCN(c2c3c(nc4cc(-c5cccc(F)c5)nn24)CCCC3)C1 (stereo not drawn)
4) CCc1ccc(N(C(=O)c2csnn2)C(C(=O)NC(C)(C)C)c2cccnc2)cc1 (stereo not drawn)
5) CO[C@@H]1CN(C)C(=O)c2cc(NC(=O)Nc3cccc(Cl)c3)ccc2OC[C@@H](C)N(C)C[C@H]1C
6) CCCOc1ccc(C(=O)Nc2ccc(S(=O)(=O)Nc3cc(C)nc(C)n3)cc2)cc1
Compound,1,2,3,4,5,6
PAX8 inh HTS,-61,5,-102,20,.,7
Xi reactivation,0.0,0.2,0.0,-0.1,0.0,0.0
DENV2 CPE rescue,?,-7,-6,3,.,-6
ERp5 block,3,8,-5,-2,.,-1
INS-1E GSIS act,-4,-14,53,5,-7,-12
CFTR F508del cor,0.4,1.8,1.8,-1.8,-1.4,-2.6
EWS-Fli block,-85,16,-112,1,-4,-1
ARNT-TACC3 inh,-33,-2,-8,-9,.,14

7) CCCCCCCCN1C(=O)[C@H](CC(=O)N2CCN(C(=O)C3CC3)CC2)C[C@@]2(C(=O)OC)CCCCC=C12
8) CC(C(=O)O)c1ccc(-c2ccccc2)c(F)c1 (stereo not drawn)
9) CC(C)CN(C(=O)COC(=O)c1cnc(Cl)c(Cl)c1)c1c(N)n(Cc2ccccc2)c(=O)[nH]c1=O
10) COc1cccc(-c2ccc(C3[C@@H]4CN(S(=O)(=O)c5ccccc5F)C[C@H]3N4)cc2)c1 (stereo partly drawn)
11) C[C@@H]1CN([C@@H](C)CO)C(=O)c2cc(C#CCc3ccccc3)cnc2O[C@@H]1CN(C)C(=O)Cc1cccnc1
12) COc1ccccc1S(=O)(=O)N[C@@H]1CC[C@@H](CCNC(=O)C2CCC2)O[C@@H]1CO
Compound,7,8,9,10,11,12
PAX8 inh HTS,19,4&-4,18,7,.,-19
Xi reactivation,-0.1,0.0&-0.1,0.0,0.0,-0.1,0.7
DENV2 CPE rescue,-4,3&-4,4,13,-4,-13
ERp5 block,2,4&2,-4,.,0,-2
INS-1E GSIS act,.,.,-5,3,-26,4
CFTR F508del cor,-2.2,-1.5&-4.5,1.0,1.8,4.0,0.9
EWS-Fli block,10,-5&3,19,10,0,3
ARNT-TACC3 inh,.,23&-1,-3,.,5,-4

13) CO[C@@H]1CN(C)C(=O)c2cc(NS(C)(=O)=O)ccc2OC[C@@H](C)N(C(=O)C2CCCCC2)C[C@@H]1C
14) CN(C)C(=O)c1ccc(-c2ccc(C3[C@@H]4CN(Cc5cccnc5)C[C@H]3N4)cc2)cc1 (stereo partly drawn)
15) CN1CCN(c2ccc(Cl)cc2NC(=O)/C=C/c2cccc(F)c2)CC1
16) COc1ccc(C(=O)COC(=O)CNC(=O)c2cccs2)cc1Br
17) O=c1c2c3c(sc2ncn1/N=C/c1ccncc1)CCCC3
18) CC(C)C(=O)Nc1cccc(C(=O)Nc2cc([N+](=O)[O-])ccc2Cl)c1
Compound,13,14,15,16,17,18
PAX8 inh HTS,-4,-7&-4,6,0,-7,7
Xi reactivation,-0.4,0.0&0.0,-0.8,0.0,0.1,0.3
DENV2 CPE rescue,-3,6&2,4,-9,19,0
ERp5 block,0,-1&-1,-5,0,2,2
INS-1E GSIS act,-2,-1&-8,-18,15,-15,-8
CFTR F508del cor,-1.7,-0.2&0.2,-0.7,3.3,-0.3,1.3
EWS-Fli block,5,6&12,1,1,-5,5
ARNT-TACC3 inh,-11,.,12,6,-4,-1

19) Cc1cccc(CN2CCN(C3CN(C4CCCC4)S(=O)(=O)C3)CC2)c1 (stereo not drawn)
20) Cc1onc(-c2ccccc2)c1C(=O)NCCCc1ccccc1
21) C[C@H](CO)N1C[C@H](C)[C@@H](CN(C)C(=O)CCC(F)(F)F)OCCCC[C@H](C)Oc2ccc(NC(=O)CCCN(C)C)cc2C1=O
22) COc1ccc(-c2csc3nc(-c4cccnc4)nc(N4CCC(C(N)=O)CC4)c23)cc1OC
23) Cc1ccnc(NC(=O)CCN2C(=O)c3ccccc3S2(=O)=O)n1
24) C=CCNc1nnc(SCC(=O)N2CCC(C(N)=O)CC2)s1
Compound,19,20,21,22,23,24
PAX8 inh HTS,-17,-7,-13,5,-7,-8
Xi reactivation,-0.1,0.0,0.1,0.0,0.1,0.0
DENV2 CPE rescue,7,4,?,-5,9,4
ERp5 block,4,4,.,-3,-7,3
INS-1E GSIS act,8,-2,19,8,-4,6
CFTR F508del cor,5.6,3.1,-1.6,.,2.8,3.4
EWS-Fli block,-20,-4,-16,1,5,4
ARNT-TACC3 inh,.,21,25*,0,-2,2

25) O=C1CCC(C2CCc3cc(O)ccc3C2)C1 (stereo not drawn)
26) O=C(Nc1ccccc1F)N[C@H]1CC[C@H](CC(=O)N2CCCCC2)O[C@H]1CO
27) C[C@@H]1CN([C@@H](C)CO)C(=O)Cc2cc(NC(=O)Cc3cn(C)c4ccccc34)ccc2O[C@H]1CN(C)S(=O)(=O)c1ccccc1
28) CC=Cc1ccc2n(c1=O)C[C@@H]1[C@@H](CO)[C@H](C(=O)NCc3ccc(F)cc3)[C@H]2N1C (mixture of isomers)
29) Cc1c(C(=O)NCc2cccnc2)sc2nc(-c3ccc(F)cc3)cn12
30) O=C(C[C@H]1C[C@H]2c3cc(NC(=O)NC4CCCC4)ccc3O[C@H]2[C@H](CO)O1)NCc1ccccn1
Compound,25,26,27,28,29,30
PAX8 inh HTS,-5,-12,-8,0,-78,11
Xi reactivation,0.2,0.0,0.0,0.3,0.0,0.2
DENV2 CPE rescue,2,.,-8,?,1,-10
ERp5 block,-1,1,3,6,0,6
INS-1E GSIS act,16,21,5,10,-28,-2
CFTR F508del cor,-0.4,-1.8,-0.4,2.0,7.7,2.4
EWS-Fli block,2,-2,5,-5,-65,-15
ARNT-TACC3 inh,-4,-7,7,-9,-22,.

Remaining list, next part
#	Molecule	PAX8 inh HTS	Xi reactivation	DENV2 CPE rescue	ERp5 block	INS-1E GSIS act	CFTR F508del cor	EWS-Fli block	ARNT-TACC3 inh
31	Cc1cccc2cc(C#N)c(SCC#N)nc12	-36	0.2	.	-2	-1	3.4	15	-17
32	O=C(c1cccnc1)N1C[C@@H]2N[C@H](C1)C2c1ccc(-c2cccnc2)cc1 (stereo partly drawn)	-11	0.2	3	2	4	-1.0	2	.
33	CN(C)CCCNc1cn[nH]c(=O)c1Cl	.	.	-1	0	0	-0.3	3	-34
34	CN1C(=O)c2cc(NC(=O)C3CCCCC3)ccc2OC[C@@H]2O[C@@H](CC(=O)NCCc3ccncc3)CC[C@@H]21	-1	0.1	11	-5	-5	-0.9	-1	-3
35	CO[C@@H]1CN(C)C(=O)c2ccc(NC(=O)NC(C)C)cc2OC[C@@H](C)N(C(=O)CN(C)C)C[C@@H]1C	2	0.5	-10	-2	-3	-0.1	-8	-2
36	CSc1sccc1/C=N/NC(=O)c1ccncc1	-26	0.0	5	-3	11	-2.0	-8	-4
37	COCC1=C2[C@@H](CCc3ccccc3)OB(O)C[C@@H]2n2c(=O)n(-c3ccccc3)c(=O)n2C1	.	.	8	0	.	-1.7	1	.
38	Cc1ccc(-c2csc(N3CCN(c4cc5c(cc4Cl)nc(-c4ccncc4)n5CCN4CCCCC4)CC3)n2)cc1	-41	0.0	.	-3	-6	1.9	1	1
39	Cc1ccc(NC(=O)CN(C)C(=O)c2cc(S(=O)(=O)N(C)C)ccc2N2CCCC2)cc1	10	0.1	5	-6	16	1.6	-2	3
40	COc1ccc(-c2ccc3c(c2)[C@@H]2[C@@H](CCN2C(=O)c2ccncc2)[C@@H](CO)N3C)cc1	-1	0.2	-6	-3	8	-1.7	-3	4
41	CC(C)[C@@H](C)/C=C/[C@@H](C)[C@H]1CC[C@@H]2[C@]1(C)CCC1[C@]23C=C[C@]2(C[C@@H](O)CC[C@]12C)N(c1cnccn1)O3 (stereo partly drawn)	17	0.1	-21	3	.	2.6	17	.
42	CCOc1ccccc1CN1CCN(Cc2nc3c(s2)CCCC3)CC1CCO (stereo not drawn)	0	0.3	2	2	-2	.	10	3
43	Cc1c(C(=O)c2ccc3c(c2)OCO3)ccc2c1OCO2	-11	0.1	-7	2	27	-1.5	-2	-17
44	O=C(c1ccccc1)N1N=C(c2cccs2)CC1c1ccccc1O (stereo not drawn)	14	0.2	-5	1	-6	-9.0	12	9
45	C[C@H]1CN([C@@H](C)CO)C(=O)c2cc(NC(=O)CCN3CCOCC3)ccc2O[C@@H]1CN(C)Cc1ccc(C(F)(F)F)cc1	-5	-0.7	-6	1	0	-0.8	.	6
46	Cc1ccsc1C(=O)OCC(=O)NCCCc1ccccc1	-6	0.3	-3	3	2	0.1	-11	-1

3 entries out of the list above, arranged by the number in DENV2 CPE rescue, ascending.
No.	Compound	DENV2 CPE rescue
46	Cc1ccsc1C(=O)OCC(=O)NCCCc1ccccc1	-3
19	Cc1cccc(CN2CCN(C3CN(C4CCCC4)S(=O)(=O)C3)CC2)c1 (stereo not drawn)	7
10	COc1cccc(-c2ccc(C3[C@@H]4CN(S(=O)(=O)c5ccccc5F)C[C@H]3N4)cc2)c1 (stereo partly drawn)	13

(continued)
#	Molecule	PAX8 inh HTS	Xi reactivation	DENV2 CPE rescue	ERp5 block	INS-1E GSIS act	CFTR F508del cor	EWS-Fli block	ARNT-TACC3 inh
47	O=C(Nc1ccccc1)N1CCCCN2[C@H](CO)[C@@H](c3ccc(-c4ccccc4)cc3)[C@@H]2C1	-2	0.1	-10	-4	-16	-5.9	-15	0
48	C[C@@H]1CCCCO[C@@H](CN(C)C(=O)CCC(F)(F)F)[C@@H](C)CN([C@H](C)CO)C(=O)c2cc(NC(=O)Nc3ccc(F)cc3)ccc2O1	-12	0.1	0	-7	11	-2.2	1	-4
49	O=C(O)C1=NN(c2cc(Cl)c(S(=O)(=O)O)cc2Cl)C(=O)C1	-7	0.2	2	-9	24	-1.0	3	-3
50	CCOC(=O)N1CCC(NS(=O)(=O)c2cc(C(=O)OC)n(C)c2)CC1	14	-0.1	-11	-1	2	-0.2	-1	-16
51	CC(C(=O)Nc1ccc(O)c(C(=O)O)c1)N1C(=O)/C(=C/c2cccs2)SC1=S (stereo not drawn)	10	0.0	6	-7	1	-3.5	5	56*
52	Cc1noc(C)c1NC(=O)Nc1cccc2c1O[C@H](CN(C)Cc1ccc3c(c1)OCO3)[C@H](C)CN([C@@H](C)CO)C2=O	-11	0.0	-1	-1	-3	-1.8	-1	.
53	CC(=O)Nc1ccc(S(=O)(=O)NC2(C(F)(F)F)C(=O)Nc3c2c(=O)[nH]c(=O)n3Cc2ccco2)cc1 (stereo not drawn)	4	0.0	-1	-2	1	-1.1	-2	-4
54	O=[N+]([O-])c1nn(-c2ccccc2)n(O)c1=NC1CCN(Cc2ccccc2)CC1	27	0.2	-7	-1	-3	-9.6	41	8
55	COc1ccccc1/C=N/NC(=O)CSc1ccc2ccccc2n1	-13	0.2	2	4	1	-2.4	-29	-8
56	COc1cc(CNCc2c[nH]c3ccccc23)cc(OC)c1	23	-0.1	-2	3	-13	1.0	11	1

Results in sequence from above:
EWS-Fli block, compounds 49 to 53: 3, -1, 5, -1, -2
ARNT-TACC3 inh, compounds 49 to 53: -3, -16, 56*, ., -4
ERp5 block, compounds 49 to 53: -9, -1, -7, -1, -2

From PubChem
